Source: PubChem BioAssay
Efa HMGR inh: blocks class II HMG-CoA reductase of Enterococcus faecalis; purified E. faecalis HMGR, NADPH absorbance 340 nm kinetic; inhibition, % at 10 µM; 190,000 tested, 0.41% active; AID 1066;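 active = inhibition above a set limit, the median over all tested compounds plus 3 SD, cut at about 9.5% in these data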;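 note: enzyme runs in reverse so mevalonate oxidation gives rising NADPH absorbance; 0% = complete reaction with DMSO and 100% = background rate lacking mevalonate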
RAM inhibit: blocks the yeast RAM network | S. cerevisiae dse1pr::URA3 reporter, 5-FOA growth OD615, 2 d; analog-sensitive cbk1-as2 kinase mutant strain | inhibition, % at 50 µM | 190,000 tested, 1.8% active | AID 868;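 active = inhibition above a set limit, 3 SD over mean compound inhibition, cut at about 8.4% in these data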;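 note: 0% = DMSO-only wells with no growth and 100% = 10 µM 1-NA-PP1 full growth; inhibition rescues growth on 5-FOA so higher OD means more RAM inhibition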
TNAP inh hi DEA: inhibitors of human TNAP at high phosphate acceptor concentration; P05186; purified TNAP, CDP-star luminescence, 1 M DEA; inhibition, % at 20 µM; 200,000 tested, 0.03% active;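 active = over 50% inhibition of tissue-nonspecific alkaline phosphatase at 20 µM in the single-dose screen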;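 note: plate controls were DMSO wells for no effect and EDTA-quenched wells as full inhibition for full effect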
Target sequence (P05186 whole entry, looked up): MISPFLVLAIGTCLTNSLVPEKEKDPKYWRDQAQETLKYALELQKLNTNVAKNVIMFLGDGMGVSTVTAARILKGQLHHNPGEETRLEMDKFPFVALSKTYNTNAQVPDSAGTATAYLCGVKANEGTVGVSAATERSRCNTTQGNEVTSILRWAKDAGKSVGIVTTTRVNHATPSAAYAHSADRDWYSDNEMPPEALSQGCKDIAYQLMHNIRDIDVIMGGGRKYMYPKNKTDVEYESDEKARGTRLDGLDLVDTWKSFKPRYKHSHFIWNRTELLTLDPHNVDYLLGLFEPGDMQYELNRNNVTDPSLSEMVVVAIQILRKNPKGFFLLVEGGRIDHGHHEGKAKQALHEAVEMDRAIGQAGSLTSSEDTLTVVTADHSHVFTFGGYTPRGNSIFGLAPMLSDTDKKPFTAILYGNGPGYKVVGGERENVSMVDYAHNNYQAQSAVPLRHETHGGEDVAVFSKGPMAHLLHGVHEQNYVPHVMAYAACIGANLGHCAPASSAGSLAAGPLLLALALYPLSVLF
S1P3 antagonist: blocks the human S1P3 receptor; Q99500; AID 485; CHO S1P3 NFAT-BLA reporter, FRET fluorescence, antagonist mode; 170,000 tested, 0.27% active; inhibition, % at 4.98 µM;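 active = inhibition above the plate cutoff, the mean inhibition of test wells on that plate plus 3 SD, cut at about 28% in these data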;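 note: cells challenged with S1P at its EC80 of 0.8 µM; blue over green emission ratio from cleaved BLA substrate after 4 h stimulation; 0% = S1P-stimulated wells and 100% = unstimulated DMSO-only wells; some compounds past the cut are filed as inactive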
Redox H2O2 prof: compounds producing H2O2 with reducing agent – biochemical, NIH compound library profiling, artefact control for MLSCN library redox annotation, primary screen; DTT-dependent redox cycling H2O2, phenol red/HRP absorbance; 100% = 100 µM peroxide control, 0% = buffer; activation, % at 10 µM; 200,000 tested, 0.03% active; AID 878;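 active = activation of at least 50% relative to the plate's high and low controls in the primary single-dose screen; inactive = activation below 50%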;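 note: compound incubated with DTT at 0.8 mM final as the reducing agent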
L major viab: Leishmania major promastigote growth inhibition. inhibition, % at 10 µM. Leishmania major promastigotes, resazurin fluorescence viability. AID 1063. 200,000 tested, 9% active; in the data active = inhibition above about 50%;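 note: promastigotes grown with compound for 44 hours at 28 °C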
TNAP inh noacc: TNAP (human) inhibition, acceptor-free conditions | 200,000 tested, 0.26% active | purified TNAP, CDP-star luminescence, 30 min | P05186 | inhibition, % at 20 µM;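 active = tissue-nonspecific alkaline phosphatase inhibition above about 50% at 20 µM in the single-dose screen, limit read from the data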;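 note: 0% = DMSO negative control and 100% = EDTA positive control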
PMI act: phosphomannose isomerase (human) activation. activation factor at 20 µM. 190,000 tested, 0.005% active. purified human PMI, coupled resazurin fluorescence, 20 min; hits give high values; 1 = vehicle control, 0 substrate-free wells. AID 1214. P34949;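 active = activation factor of 2 or more at 20 µM, relative to plate controls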
Target sequence (P34949 whole entry, looked up): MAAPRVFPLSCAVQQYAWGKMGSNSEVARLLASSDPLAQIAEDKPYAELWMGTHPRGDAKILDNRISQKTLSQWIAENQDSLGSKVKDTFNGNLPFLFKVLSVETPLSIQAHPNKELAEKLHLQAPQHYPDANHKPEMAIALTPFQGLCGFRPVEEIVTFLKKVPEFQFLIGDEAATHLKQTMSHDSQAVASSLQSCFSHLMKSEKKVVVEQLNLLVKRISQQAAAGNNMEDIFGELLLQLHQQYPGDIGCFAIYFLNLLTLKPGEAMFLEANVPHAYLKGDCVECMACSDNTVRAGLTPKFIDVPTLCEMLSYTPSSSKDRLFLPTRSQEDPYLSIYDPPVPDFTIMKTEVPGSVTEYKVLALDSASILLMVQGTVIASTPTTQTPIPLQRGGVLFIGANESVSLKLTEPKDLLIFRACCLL
PMI act hi M6P: PMI (human) activation, high substrate. P34949. coupled PMI enzyme assay, resazurin fluorescence, 20 min; hits give high values; 1 = untreated enzyme, 0 = substrate-free blank. activation factor at 20 µM. 190,000 tested, 0.34% active. AID 1216;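 active = activation factor of 2 or more at 20 µM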
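test system = human PMI in coupled enzyme assay | medium = HEPES-buffered pH 7.4 with magnesium and detergent | also added = 1.0 mM mannose-6-phosphate substrate with 0.22 mM NADP+ | compound = 20 µM single dose | times = 20 min incubation at room temperature | measured by = resorufin fluorescence (Ex 544/Em 590 nm) from resazurin via diaphorase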
Hsp70 act: switches on Hsp70 transcription | 200,000 tested, 0.04% active | HeLa Hsp70 promoter luciferase reporter, luminescence; scaled: vehicle 0, proteasome-inhibitor control 100% | activation, % at 10 µM | AID 1203;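 active = activation above the mean across all tested compounds plus 3 SD, cutoff set per campaign, cut at about 5.5% in these data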;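 note: 100% = MG132 at 30 µM as the positive control and 0% = DMSO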
Numbers without * were called inactive; . = no result given. Compounds were not picked by outcome (roughly 12% active in at least one column).

SMILES	Efa HMGR inh	RAM inhibit	TNAP inh hi DEA	S1P3 antagonist	Redox H2O2 prof	L major viab	TNAP inh noacc	PMI act	PMI act hi M6P	Hsp70 act
CCOc1cc(-c2c(C#N)c(N)nc3c2CCc2ccccc2-3)ccc1O	-4	2.1	-2	-7	0.2	90*	0	0.8	0.9	0.0
Cc1c(NC(=O)c2ccc3c(c2)C(=O)N(Cc2ccco2)C3=O)cccc1C(=O)O	-3	1.6	-1	-14	-1.1	-7	-2	1.3	1.3	-0.2
Cc1c(/C=C/C(=O)c2ccccc2)cnn1C	-3	-0.5	-3	.	-5.2	4	-8	1	1.1	0.4
O=C(CSc1nc2ncc(Cl)cc2[nH]1)NC1CCS(=O)(=O)C1 (centres undefined)	0	0.2	-2	3	0.1	-1	16	1	1	-0.5
CC(=O)C1=C(O)C(=O)N(CCCn2ccnc2)C1c1ccc(Br)cc1 (centres undefined)	-2	1.0	-6	-12	-0.3	-4	-6	1	1	-0.1
Cc1cc(C)nc(SCc2nnc(SCC(=O)O)n2-c2ccccc2)n1	0	-0.5	-5	10	-0.8	-1	-5	1.1	1.1	-0.2
COc1ccc(C2CC(c3ccc4ccccc4c3)=NN2C(=O)CSc2ncccn2)cc1 (centres undefined)	-3	7.9	-1	-8	2.1	30	-7	0.9	0.8	-0.5
CCOC(=O)c1sc(NC(=O)CCN2CCN(C)CC2)c(C(=O)OCC)c1C	2	1.8	-3	0	2.0	100*	-5	.	.	-0.3
CCCCC(=O)C1CCN(Cc2ccccc2)CC1	-1	0.9	-10	.	0.2	67*	-13	1	0.9	-0.2
CO/N=C/NC(=O)C1=NOC(CNc2ncc(C(F)(F)F)cc2Cl)C1 (centres undefined)	3	0.9	-2	.	7.8	16	-10	0.8	0.9	-0.3
O=c1ccc(Oc2nc(N3CCOCC3)nc(N3CCOCC3)n2)n[nH]1	-2	-1.0	1	.	1.8	-3	-4	1	1	-0.4
Cc1cc(S(=O)(=O)N2CCC(NC(=O)C34CC5CC(CC(C5)C3)C4)CC2)ccc1-n1cnnn1	-4	4.6	-7	-2	-0.2	2	-8	0.9	1	-0.4
O=C(NCc1ccco1)c1cc(-c2ccccc2)on1	1	0.9	-7	-41	1.1	-1	-10	0.8	0.9	0.3
COc1ccc(O)c(/C=c2/sc3nc4cc(C)c(C)cc4n3c2=O)c1	0	-0.2	2	8	-0.1	-8	-4	1.3	1.3	-0.1
CC1CCCN(c2oc(-c3cccc4ccccc34)nc2C#N)C1 (centres undefined)	-1	7.8	-7	-18	1.3	-8	-16	1	0.9	0.0
COc1cccc(C(=O)Oc2cccc(N3C(=O)C4C5CC(C(Br)C5Br)C4C3=O)c2)c1 (centres undefined)	0	0.4	-4	.	0.7	-6	-8	0.9	0.9	-0.2
Nc1ccc(S(=O)(=O)NC2=NCCCCC2)cc1N	-2	-0.1	-4	-18	-3.5	-2	-10	1	0.8	0.3
CCOc1ccccc1NC(=S)N1CCC(c2nc3ccccc3o2)CC1	5	1.4	0	-6	0.3	8	-2	0.9	0.9	-0.2
CC(Oc1ccc(C#N)cc1)C(=O)c1ccc(F)c(F)c1 (centres undefined)	1	1.5	2	-5	-0.2	-3	-4	1	1	-0.2
O=C(COC(=O)Cc1c(Cl)cccc1Cl)NCCC1=CCCCC1	-15	5.9	1	-3	0.4	2	-2	0.9	0.9	-0.5
O=c1oc2ccccc2cc1-c1nc2ccccc2o1	-5	0.6	0	.	2.0	4	-9	1	1	1.0
CC(C)n1c(Oc2ccc(F)cc2)nc2c1c(=O)n(C)c(=O)n2C	-3	2.4	0	-7	-0.5	1	-6	0.9	0.9	-0.1
CN(C)c1ccc(NC(=O)c2cc3c(=O)n4ccccc4nc3n2C)cc1	.	.	.	25	2.3	3	.	.	.	-0.1
CCOc1ccc(C(=O)NC2CCN(C(=O)N3CCCC3)CC2)cc1	3	0.5	-3	.	0.4	0	-10	0.9	0.9	-0.5
O=C(CCc1nnc(Cc2c[nH]c3ccccc23)o1)NC(C1CC1)C1CC1	-4	0.1	-4	-5	0.8	-2	-10	.	.	-0.3
CCCCCSc1nnc(-c2cc(Br)ccc2N)c(=O)[nH]1	-5	4.2	-6	-16	-5.3	2	-10	1.1	1.8	-0.2
COCCn1c(SCc2ccc(C(=O)OC)o2)nc2cc(Cl)ccc2c1=O	-2	9.4*	-6	26	1.8	21	-11	1	1	0.3
Cc1cc(C(=O)Nn2c(C)nc3ccccc3c2=O)ccc1[N+](=O)[O-]	3	1.0	-2	19	0.6	-11	-6	1	1	-0.1
COc1ccc(OC)c(S(=O)(=O)N2CCc3ccccc32)c1	-13	-1.4	-4	17	2.6	95*	-15	0.9	1	-0.3
Cc1ccc2c(c1)c1c(n2CC(O)Cn2c(C)nc3ccccc32)/C(=N\O)CCC1 (centres undefined)	-1	-0.4	-4	13	-2.7	58*	1	0.7	0.7	-0.1
Cc1cc(=O)oc2cc(Nc3ccccc3)ccc12	0	3.1	-1	6	0.4	12	-15	1	1	-0.1
O=C(NCC1CCCO1)c1cc(C(=O)C2CC2)c[nH]1 (centres undefined)	-5	0.0	-1	.	2.5	2	0	1	1	-0.1
Fc1cc(Br)ccc1Nc1nc2ccccc2n2nnnc12	-9	2.6	-4	-18	-2.3	-4	-13	1	0.9	-0.2
CCOC(=O)c1nnc(-c2ccccc2)[nH]c1=O	-1	0.4	-5	-9	-0.8	8	27	1.1	1.1	-0.1
Nc1c([N+](=O)[O-])cnnc1-c1ccccc1	1	2.0	-2	-6	-0.2	-6	-10	1	1	-0.1
OC1(CNCc2cn[nH]c2-c2cc3ccccc3o2)CCCCC1	-3	-1.3	-4	-15	-0.5	13	-15	1	1	-0.4
CCOC(=O)N1CCC(n2c(=S)[nH]c3cc(OCC)c(OCC)cc3c2=O)CC1	0	2.3	-3	.	-0.4	-4	-8	0.8	0.9	-0.5
CC(C)NC(=O)c1ccccc1NC(=O)CCc1ccccc1	1	-0.1	-2	.	1.2	-6	-11	1	1	-0.2
Cc1ccc2c(c1)C(=O)c1c(C(=O)O)cccc1-2	-5	-1.1	-8	0	0.1	3	-10	1.2	1.2	1.0
CC(=O)Nc1ccc(-n2cc(-c3ccccc3)[nH]c2=S)cc1	0	-1.1	0	-17	0.0	-13	-20	1	1	-0.3
COc1ccc(-c2nc3ccc(N4CCCC4)cc3c(=O)[nH]2)cc1OC	-1	2.4	-8	.	-3.4	21	-11	0.8	0.6	-0.2
CCCn1c(CNC(=O)c2cccs2)nc2ccccc21	-3	-0.2	-9	-14	-1.3	-2	-10	0.9	0.9	-0.1
Cc1nc(Cl)sc1C(=O)O	-4	2.9	-1	-1	18	0	-5	1	1.1	0.0
O=C(NC(=S)N(CCc1ccccc1)CCc1ccccc1)c1ccco1	-11	3.9	-1	1	0.6	95*	-13	0.9	0.9	-0.3
O=C(CSc1ncnc2ccccc12)Nc1cc(S(=O)(=O)N2CCCCC2)ccc1Cl	-4	1.0	-2	14	0.5	35	-12	1	1	-0.3
c1ccc(-c2ccc(-c3cnc4n3CCCCC4)cc2)cc1	-1	1.3	-4	.	-0.1	99*	-25	1	1	-0.2
COC(=O)c1c(N2C(=O)CC(Sc3ccccc3C(=O)O)C2=O)sc(C)c1C (centres undefined)	0	1.1	1	-35	-1.1	-4	12	1.2	1.4	-0.2
CC1CN(C(=O)c2cc3cc([N+](=O)[O-])ccc3s2)CC(C)O1 (centres undefined)	2	0.9	-5	11	0.6	-4	-7	1	1	-0.1
Cc1ccccc1C(OCC(O)CN1CCCCC1CCO)c1ccccc1 (centres undefined)	4	0.8	-7	31	2.2	100*	-8	1.1	1.1	-0.6
COc1ccc(N=C2S/C(=C\c3ccc(OC(C)C(=O)O)c(OC)c3)C(=O)N2CCc2c[nH]c3ccccc23)cc1 (centres undefined)	3	7.7	-4	1	0.0	-9	-4	0.7	0.7	-0.3

Reformatted as comma-separated lines: part of the list above.
Structure,Efa HMGR inh,RAM inhibit,TNAP inh hi DEA,S1P3 antagonist,Redox H2O2 prof,L major viab,TNAP inh noacc,PMI act,PMI act hi M6P,Hsp70 act
Nc1c([N+](=O)[O-])cnnc1-c1ccccc1,1,2.0,-2,-6,-0.2,-6,-10,1,1,-0.1
OC1(CNCc2cn[nH]c2-c2cc3ccccc3o2)CCCCC1,-3,-1.3,-4,-15,-0.5,13,-15,1,1,-0.4
CCOC(=O)N1CCC(n2c(=S)[nH]c3cc(OCC)c(OCC)cc3c2=O)CC1,0,2.3,-3,.,-0.4,-4,-8,0.8,0.9,-0.5
CC(C)NC(=O)c1ccccc1NC(=O)CCc1ccccc1,1,-0.1,-2,.,1.2,-6,-11,1,1,-0.2
Cc1ccc2c(c1)C(=O)c1c(C(=O)O)cccc1-2,-5,-1.1,-8,0,0.1,3,-10,1.2,1.2,1.0
CC(=O)Nc1ccc(-n2cc(-c3ccccc3)[nH]c2=S)cc1,0,-1.1,0,-17,0.0,-13,-20,1,1,-0.3
COc1ccc(-c2nc3ccc(N4CCCC4)cc3c(=O)[nH]2)cc1OC,-1,2.4,-8,.,-3.4,21,-11,0.8,0.6,-0.2
CCCn1c(CNC(=O)c2cccs2)nc2ccccc21,-3,-0.2,-9,-14,-1.3,-2,-10,0.9,0.9,-0.1
Cc1nc(Cl)sc1C(=O)O,-4,2.9,-1,-1,18,0,-5,1,1.1,0.0
O=C(NC(=S)N(CCc1ccccc1)CCc1ccccc1)c1ccco1,-11,3.9,-1,1,0.6,95*,-13,0.9,0.9,-0.3
O=C(CSc1ncnc2ccccc12)Nc1cc(S(=O)(=O)N2CCCCC2)ccc1Cl,-4,1.0,-2,14,0.5,35,-12,1,1,-0.3
c1ccc(-c2ccc(-c3cnc4n3CCCCC4)cc2)cc1,-1,1.3,-4,.,-0.1,99*,-25,1,1,-0.2
COC(=O)c1c(N2C(=O)CC(Sc3ccccc3C(=O)O)C2=O)sc(C)c1C (centres undefined),0,1.1,1,-35,-1.1,-4,12,1.2,1.4,-0.2
